RAM network inh: inhibitors of the yeast RAM network, primary screen, dse1pr::URA3 reporter, 5-FOA selection. S. cerevisiae dse1pr::URA3 reporter, 5-FOA growth OD615, 2 d; analog-sensitive cbk1-as2 kinase mutant strain. inhibition, % at 50 µM. 190,000 compounds, 1.8% hits;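 active means inhibition above a set limit, 3 SD over mean compound inhibition, cut at about 8.4% in these data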;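 further: 0% = DMSO-only wells with no growth and 100% = 10 µM 1-NA-PP1 full growth; inhibition rescues growth on 5-FOA so higher OD means more RAM inhibition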
TNAP act hiacc: TNAP activators at high phosphate acceptor level, primary screen, biochemical, luminescence, uHTS; 200,000 tested, under 10 active; activation factor at 20 µM; Alkaline phosphatase, tissue-nonspecific isozyme (Homo sapiens), P05186; purified TNAP, CDP-star luminescence, 1 M DEA, 30 min; active compounds read high; 0 = EDTA background, 1 = DMSO-only activity;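 active means activation factor at least 2 at 20 µM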
Target sequence (P05186 whole entry, looked up): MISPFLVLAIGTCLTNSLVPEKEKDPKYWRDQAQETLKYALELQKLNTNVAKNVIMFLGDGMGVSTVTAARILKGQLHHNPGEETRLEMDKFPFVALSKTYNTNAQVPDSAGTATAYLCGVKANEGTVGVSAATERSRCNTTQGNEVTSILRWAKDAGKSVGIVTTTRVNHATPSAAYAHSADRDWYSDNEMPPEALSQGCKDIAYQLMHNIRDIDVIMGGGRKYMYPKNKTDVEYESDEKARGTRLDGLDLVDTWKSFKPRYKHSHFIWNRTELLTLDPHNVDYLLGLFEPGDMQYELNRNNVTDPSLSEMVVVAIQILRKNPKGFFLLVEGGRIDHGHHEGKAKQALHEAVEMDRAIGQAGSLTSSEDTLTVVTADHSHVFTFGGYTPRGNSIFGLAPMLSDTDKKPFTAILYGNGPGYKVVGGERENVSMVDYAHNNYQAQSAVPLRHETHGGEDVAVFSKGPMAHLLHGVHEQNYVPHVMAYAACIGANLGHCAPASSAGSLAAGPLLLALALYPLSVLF
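Assay system: human TNAP; Input: enzyme diluted 1/800 final; Reagent: CDP-star luminogenic substrate at 100 µM final; Timing: 30 min, room temperature; Signal: luminescence; Evaluation: TNAP activation factor scaled between EDTA and DMSO control wells.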
bIAP act: bovine intestinal alkaline phosphatase activators, primary screen, biochemical, bovine IAP, CDP-star luminescence. alkaline phosphatase, intestinal [Bos taurus]. purified bovine IAP, 30 min; active compounds read high; fold of DMSO-control signal, blank-subtracted. activation factor at 20 µM. 200,000 compounds, 0.17% hits;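 active means activation factor of 2 or more at 20 µM, a signal rise over negative controls twice the positive control's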
APP transl inh: inhibitors of APP translation via 5'UTR reporter, primary screen, APP 5'UTR luciferase, SH-SY5Y cells; SH-SY5Y APP 5'UTR-luciferase reporter, luminescence; inhibition, % at 2 µM; 190,000 compounds, 0.82% hits; AID 1285, 2008;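 active means inhibition above a set limit, derived from the sample mean plus 3 SD, cut at about 45% in these data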; further: values of inactives mirror those of a sister screen read the other way
FLuc stim CS: FLuc activators, initial screening, artefact control for FLuc-dependent activation tests, biochemical, ATPlite luminescence; Luciferin 4-monooxygenase (Photinus pyralis), P08659; ATPlite luciferase biochemical, 10 min; 0 = ATP-free wells, 1 = DMSO control; activation factor at 10 µM; 200,000 tested, under 10 active;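 active means luciferase activation factor, scaled between plate controls, of at least 2 with compound at 10 µM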
Target sequence (P08659 whole entry, looked up): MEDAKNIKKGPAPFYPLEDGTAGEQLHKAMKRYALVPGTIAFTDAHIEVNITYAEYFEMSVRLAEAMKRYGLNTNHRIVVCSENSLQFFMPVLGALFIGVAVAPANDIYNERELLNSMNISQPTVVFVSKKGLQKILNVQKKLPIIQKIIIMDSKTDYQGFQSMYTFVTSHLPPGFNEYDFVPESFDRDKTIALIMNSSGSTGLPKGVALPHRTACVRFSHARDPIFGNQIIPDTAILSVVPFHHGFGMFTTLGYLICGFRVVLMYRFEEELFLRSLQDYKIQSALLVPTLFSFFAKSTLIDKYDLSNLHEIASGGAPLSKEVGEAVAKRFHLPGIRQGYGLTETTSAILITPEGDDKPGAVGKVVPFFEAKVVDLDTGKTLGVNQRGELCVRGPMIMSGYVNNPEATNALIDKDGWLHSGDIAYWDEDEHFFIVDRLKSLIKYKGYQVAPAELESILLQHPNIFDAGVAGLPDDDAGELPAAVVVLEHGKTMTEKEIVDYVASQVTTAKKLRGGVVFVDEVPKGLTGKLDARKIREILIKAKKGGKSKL
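System: cell-free luciferase reagent; medium: PBS as buffer for the ATP substrate; doses: test compounds dosed from 2 mM stocks in 100% DMSO; incubation: 10 min, room temperature; measured by: luminescence from luciferase reaction; read-out: luciferase activation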
FLuc inhib CS: firefly luciferase enzyme inhibitors, primary screen, artefact control for luciferase-based inhibitor screens, biochemical, luminescence, ATPLite; Luciferin 4-monooxygenase (Photinus pyralis), P08659; 200,000 compounds, 1.5% hits; inhibition, % at 10 µM; 10 min;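 active means inhibition above about 50% when tested at 10 µM, limit read from the data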
TNAP inh noacc: human TNAP enzyme inhibitors, primary screen, biochemical, luminescent, no phosphate acceptor, uHTS; 200,000 compounds, 0.26% hits; inhibition, % at 20 µM; Alkaline phosphatase, tissue-nonspecific isozyme (Homo sapiens), P05186; purified TNAP, CDP-star luminescence, 30 min;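 active means tissue-nonspecific alkaline phosphatase inhibition above about 50% at 20 µM in the single-dose screen, limit read from the data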;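 further: 0% = DMSO negative control and 100% = EDTA positive control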
Lmaj promast: Leishmania major promastigote growth inhibition, primary screen. Leishmania major promastigotes, resazurin fluorescence viability. inhibition, % at 10 µM. 200,000 compounds, 9% hits. AID 1063, 2008; in the data active means inhibition above about 50%;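 further: promastigotes grown with compound for 44 hours at 28 °C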
bIAP inh: bovine intestinal alkaline phosphatase inhibitors, primary screen, selectivity assay for TNAP inhibitor project, biochemical, bovine IAP, CDP-star luminescence; alkaline phosphatase, intestinal [Bos taurus]; purified bovine IAP, 30 min; inhibition, % at 20 µM; 190,000 tested, under 10 active; AID 1019, 2008;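 active means over 50% inhibition of intestinal alkaline phosphatase at 20 µM in the single-dose screen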
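Assay system: bovine IAP enzyme; medium: DEA buffer 100 mM, pH 9.8, with MgCl2 1.0 mM, ZnCl2 0.02 mM; doses: 20 µM single dose; incubation: enzyme reaction for 30 min at room temperature; detection: CDP-star luminescence signal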
TNAP inh hiacc: human TNAP enzyme inhibitors, primary screen, biochemical, luminescent, high phosphate acceptor level, uHTS; 200,000 compounds, 0.03% hits; inhibition, % at 20 µM; purified TNAP, CDP-star luminescence, 1 M DEA; AID 1135, 2008; Alkaline phosphatase, tissue-nonspecific isozyme (Homo sapiens), P05186;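 active means over 50% inhibition of tissue-nonspecific alkaline phosphatase at 20 µM in the single-dose screen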;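 further: plate controls were DMSO wells for no effect and EDTA-quenched wells as full inhibition for full effect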
* = called active by the depositor; / = not tested or not shown. Outcome played no part in choosing rows; any-hit rate near 13%.

structure	RAM network inh	TNAP act hiacc	bIAP act	APP transl inh	FLuc stim CS	FLuc inhib CS	TNAP inh noacc	Lmaj promast	bIAP inh	TNAP inh hiacc
Cc1cc(NC(=O)Nc2cccc(C(F)(F)F)c2)n(C)n1	-0.2	1	0.9	-35	1	-3	-6	-11	14	-3
NS(=O)(=O)c1ccc(NC(=O)N[C@@H](Cc2ccccc2)C(=O)O)cc1	0.2	1	0.8	0	1.1	-6	-9	12	16	2
Cc1ccc(C(=O)OCC(=O)NCc2cccs2)c(C)c1	1.3	1	0.9	-26	1.1	-5	-11	8	14	-4
Cc1cc(=O)[nH]c(SCC(=O)NCC2CCCCC2)c1C#N	3.3	1	1	0	1	-2	-8	5	2	-2
CCN(CC)S(=O)(=O)c1ccc(OC)c(-n2cnnn2)c1	-0.6	1.1	1	-10	1	0	-8	-6	1	-5
O=C(CCn1ccc([N+](=O)[O-])n1)Nc1nccs1	0.5	1	1.1	8	1.1	-5	-8	12	-14	-2
COc1ccc(-c2cc(C(=O)N3CCN(c4ccccc4)CC3)no2)cc1OC	3.5	1	0.9	-2	1	1	-4	-8	13	2
O=C(CCCc1ccccc1)Nc1ccc2c(c1)OCCO2	-0.1	1	0.9	-203	0.7	35	-9	-3	7	-2
COc1ccc(/C(C)=C2/SC(=S)N(CCC(=O)O)C2=O)cc1	5.5	1	1	-6	1	-3	-5	-4	-2	-1
COc1cc(CC(=O)O)c(C(C)=O)cc1OC	0.9	1	1	0	1.1	-7	-10	-6	-1	-5
COc1ccc(/C=C/C(=O)C2CC2)cc1COc1c(C)cccc1C	3.8	1	0.9	-1	1	2	-9	34	12	-1
CCN(CC)S(=O)(=O)c1ccc(C)c(NC(=O)COc2ccc3c(C)cc(=O)oc3c2)c1	4.9	1	1	15	1.1	-5	-7	-5	-1	2
Cn1c(CN2CCOCC2)nc2cc(NC(=O)COc3ccc([N+](=O)[O-])cc3)ccc21	0.8	1	1	16	1	-3	-3	-3	-4	0
COc1ccc(/C=C/C(=O)c2ccccc2)cc1COc1ccc(F)cc1	19*	1	0.9	-2	1	-1	-5	60*	12	-3
COc1c([N+](=O)[O-])c(=O)n(-c2ccccc2)c2ccccc12	2.9	1	0.8	11	1	-4	-12	7	16	-5
CC(=O)c1ccc(NC(=O)C(C)NCc2ccc(Cl)cc2)cc1 (stereo not given)	1.9	1.1	0.9	-25	1	-3	5	-2	10	-7

2 entries from above, with values under each structure:
Every second line gives: RAM network inh, TNAP act hiacc, bIAP act, APP transl inh, FLuc stim CS, FLuc inhib CS, TNAP inh noacc, Lmaj promast, bIAP inh, TNAP inh hiacc
> COc1cc(CC(=O)O)c(C(C)=O)cc1OC
    0.9, 1, 1, 0, 1.1, -7, -10, -6, -1, -5
> COc1ccc(/C=C/C(=O)C2CC2)cc1COc1c(C)cccc1C
    3.8, 1, 0.9, -1, 1, 2, -9, 34, 12, -1

(more compounds)
structure	RAM network inh	TNAP act hiacc	bIAP act	APP transl inh	FLuc stim CS	FLuc inhib CS	TNAP inh noacc	Lmaj promast	bIAP inh	TNAP inh hiacc
NC(=O)CSc1nc2c(sc3ccccc32)c(=O)n1CCCN1CCOCC1	1.2	1.1	1	-1	1.1	-7	-16	5	4	-7
Cc1cc(Cl)ccc1N1C(=O)CC(NNC(=O)c2cccnc2)C1=O (stereo not given)	2.6	1.1	0.9	-5	1.1	-10	-12	-10	14	-8
CN1CCCCCC1=Nc1ccccc1C#N	1.8	1	1.1	-6	1.1	-6	-13	-7	-5	0
CC1(C)CC(OC(=O)c2ccco2)CC(C)(C)N1O	-0.8	1.1	0.9	-8	1.1	-11	3	-4	7	-8
CC(C)(C)n1[nH]c2c3c(ccc2c1=O)C(=O)c1ccccc1C3=O	1.3	1	0.8	-40	1	-2	-5	95*	18	1
COc1cccc(C2CC(=O)NC(SC)=C2C#N)c1 (stereo not given)	3.5	1	1	/	1	-5	-8	-3	2	-4
CCCCC(=O)Nc1nc2c(OC)ccc(OC)c2s1	0.6	1.1	0.9	/	1.1	-8	-1	-2	10	-10
CCOC(=O)CN1CC23C=CC(O2)C(C(=O)O)C3C1=O (stereo not given)	-0.5	1.1	1	-14	1	-2	-18	-5	-2	-6
COC(=O)C1=C(C)N=c2s/c(=C3\C(=O)Nc4ccccc43)c(=O)n2C1c1ccccc1 (stereo not given)	7.9	0.8	0.9	-8	1	-2	15	26	10	17
Cc1cccc(C)c1NC(=O)CSc1nnc(C)c(=O)[nH]1	-1.8	1	1	22	1	-4	-16	66*	-4	0
Cc1cc(Cl)ccc1OCC(=O)Nc1ccccc1CO	1.7	1	0.8	-7	1	2	-9	17	21	-1
Cc1cccc(-c2nc(CSCC(=O)NCc3cccs3)c(C)o2)c1	-0.3	1.1	1	-7	1	-3	-18	-2	-3	-8
CN(C(=S)Nc1ccc(F)cc1)C1(c2ccccc2Cl)CCCCC1=O (stereo not given)	3.8	1	0.9	-4	1	-4	-8	28	7	-2
Cc1ccc2oc(=O)c3cnn(CC(=O)N4CCN(c5ccccc5)CC4)c3c2c1	3.2	1	1	6	1	-2	-15	5	1	-2
O=C(O)c1[nH]c2ccc(Cl)cc2c1CC(=O)N1CCN(C(=O)c2ccco2)CC1	0.9	1	1	-7	1	-1	-14	-4	-2	-4
O=C(Nc1cccc(Cl)c1)Nc1ccccc1NS(=O)(=O)c1cccs1	4.1	1.1	0.9	-8	1	-3	1	-4	6	-5
COc1ccc(/C=N/n2c(=O)[nH]c3c([nH]c4ccc(Br)cc43)c2=O)cc1CN1CCOCC1	3.4	1	0.9	2	1.1	-8	-4	4	8	-4
CC(NC(=O)C(=O)N/N=C/c1ccc(Cl)cc1)c1ccccc1 (stereo not given)	2.3	1	0.9	-6	1	-3	3	6	11	-1
CCn1c(C)nc2cc(S(=O)(=O)C(F)(F)C(F)C(F)(F)F)ccc21 (stereo not given)	0.9	1	1	6	1	0	-14	-3	3	-3
O=C(Nc1cccc(C(F)(F)F)c1)C(Sc1ncnc2ccccc12)c1ccccc1 (stereo not given)	6.6	1	0.9	-2	1	0	-4	27	11	0
CCOC(=O)c1c(C)[nH]c(C)c1C(=O)CSc1nc2ccccc2c(=O)n1-c1ccc(CC)cc1	6.1	1	1.1	-1	1.1	-8	26	13	-6	-3
O=C(NC1CCCCC1)[C@H](CSCc1ccccc1)N1Cc2ccccc2C1=O	4.8	1	1.3	11	1	1	-2	32	-26	-2
COc1ccc(CCNC(=O)Cc2ccc(OCc3ccccc3)c(OC)c2[N+](=O)[O-])cc1OCc1ccccc1	9.1*	1.1	0.9	-14	1	-2	-4	-1	10	-6
C=CCOC(=O)C1=C(C)NC(SCC(N)=O)=C(C#N)C1c1cccs1 (stereo not given)	5.5	1	0.9	9	1.1	-6	-4	4	6	-2
Cc1ccc(N/C=C/C(=O)c2sc(-c3ccccc3)nc2C)cc1	9.0*	0.9	0.9	-3	1	5	7	-4	12	5
O=C(C1CCCCN1S(=O)(=O)c1ccccc1[N+](=O)[O-])N1CCOCC1 (stereo not given)	1.7	1	1	-16	1	-5	-13	-8	-5	-5
Cc1cc(N2CCN(Cc3ccc4c(c3)OCO4)CC2)n2ncnc2n1	0.4	1	1.1	-8	1	-2	-7	13	-8	0
CC1CC(C)CN(CCCNC(=O)C2CCCN(c3nnc(N4CCCC4=O)s3)C2)C1 (stereo not given)	0.5	1.1	1.2	10	1.1	-6	-12	13	-16	-5
Cc1ccc(NC(=O)CN(C)C(=O)COc2ccc(C(=O)c3ccc(F)cc3)cc2)cc1	4.5	1	0.9	17	1.1	-11	-7	11	6	-2
CCCCOC(=O)CSC1=C(C#N)C(c2ccc3c(c2)OCO3)CC(=O)N1 (stereo not given)	1.4	1	0.9	3	1	-1	-10	20	11	-4
C/C(CC(=O)Nc1cccnc1)=N\NC(=O)c1ccc([N+](=O)[O-])c(Cl)c1	1.9	1	1	9	1	4	-6	-7	3	1
CCC(C)NCCCOc1cc(Cl)ccc1Cl (stereo not given)	0.9	1	1.1	-3	1	-4	-4	100*	-8	-4
Cc1ccc(S(=O)(=O)NNC(=S)NC(=O)c2ccc([N+](=O)[O-])cc2)cc1	2.1	1	0.9	-2	1.1	-8	-10	-4	7	-3
CN(C)N1C(=O)CC(N2CCCC2)C1=O (stereo not given)	1.7	1	1	-2	1	-2	-6	-6	-2	-5
O=C(NC1CCCCC1)C(c1ccccc1)N1CCCC1 (stereo not given)	1.1	1	0.9	-7	1	-2	-10	-5	13	-3
CCCNC(=O)c1cc2c3ccccc3n(C)c2s1	2.1	1	0.8	/	1	-2	0	4	23	0
CCOC(=O)c1sc(NC(=O)C2CCC2)cc1C	0.1	1	1.2	-46	0.5	50*	-17	7	-19	-3

Sorted by the number under RAM network inh (largest number first): five of the compounds above
compound | RAM network inh | TNAP act hiacc | bIAP act | APP transl inh | FLuc stim CS | FLuc inhib CS | TNAP inh noacc | bIAP inh | TNAP inh hiacc
COc1ccc(CCNC(=O)Cc2ccc(OCc3ccccc3)c(OC)c2[N+](=O)[O-])cc1OCc1ccccc1 | 9.1* | 1.1 | 0.9 | -14 | 1 | -2 | -4 | 10 | -6
CCN(CC)S(=O)(=O)c1ccc(C)c(NC(=O)COc2ccc3c(C)cc(=O)oc3c2)c1 | 4.9 | 1 | 1 | 15 | 1.1 | -5 | -7 | -1 | 2
Cc1cc(Cl)ccc1N1C(=O)CC(NNC(=O)c2cccnc2)C1=O (stereo not given) | 2.6 | 1.1 | 0.9 | -5 | 1.1 | -10 | -12 | 14 | -8
NC(=O)CSc1nc2c(sc3ccccc32)c(=O)n1CCCN1CCOCC1 | 1.2 | 1.1 | 1 | -1 | 1.1 | -7 | -16 | 4 | -7
Cn1c(CN2CCOCC2)nc2cc(NC(=O)COc3ccc([N+](=O)[O-])cc3)ccc21 | 0.8 | 1 | 1 | 16 | 1 | -3 | -3 | -4 | 0

Sorted by heavy-atom count (ascending): 3 of the compounds above
structure	RAM network inh	TNAP act hiacc	bIAP act	APP transl inh	FLuc stim CS	FLuc inhib CS	TNAP inh noacc	Lmaj promast	bIAP inh	TNAP inh hiacc
CCCNC(=O)c1cc2c3ccccc3n(C)c2s1	2.1	1	0.8	/	1	-2	0	4	23	0
O=C(NC1CCCCC1)C(c1ccccc1)N1CCCC1 (stereo not given)	1.1	1	0.9	-7	1	-2	-10	-5	13	-3
Cc1ccc(S(=O)(=O)NNC(=S)NC(=O)c2ccc([N+](=O)[O-])cc2)cc1	2.1	1	0.9	-2	1.1	-8	-10	-4	7	-3
